# TGFb inhibitor – TGF-b pathway inhibition; HepG2 CAGA-GFP TGF-b/SMAD3 reporter, GFP fluorescence, 18 h; TGF-beta stimulated, 500 pg/mL final; Potency, µM (series often up to 46.1 µM), for inactives: at the top dose activity, negative = inhibition, hits mostly inhibitors; hit rate 1.2% among 410,000; AID 588855; also: potency is read from the fitted curve at half-maximal effect; % is scaled to controls: 0 for no effect and ±100 for the full control effect; nearly all actives have a fitted effect of over 65% in size
#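 Cell-based qHTS in HEPG2 carrying a CAGA-GFP Smad reporter; compounds added before 500 pg/mL final TGF-beta, 18 h incubation at 37 degrees C, GFP fluorescence quantified per cell by imaging cytometry.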
# S2 tox – cell viability loss in ATXN counter-screen; S2 cells (HEK-293 line with an ATXN2-luciferase reporter) viability, CellTiter-Fluor protease fluorescence, 24 h; AID 651635; hit rate 0.49% among 400,000; Potency, µM (highest dose often 56.7 µM), actives largely listed as cytotoxic; also: potency is read from the fitted curve at half-maximal effect; nearly all actives have a fitted effect of over 40% in size
# HepG2 tox – counter-screen for TGF-b inhibitors: cytotoxicity in HepG2 cells | AID 588856 | HepG2 CAGA-GFP viability, ATP luminescence, 18 h | Potency, µM (top dose mostly 46.1 µM), without a hit: at the highest dose activity change, negative = cytotoxicity, hits mostly cytotoxic | hit rate 0.76% among 410,000; also: potency is read from the fitted curve at half-maximal effect; some results filed as inactive show a strong effect at the top dose
#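 CellTiter-Glo luminescence gave cytotoxicity after 18 hours at 37 degrees C. The cells were HepG2 CAGA-GFP in 1% FBS DMEM, stimulated with 500 pg/mL TGF-beta after compound addition. %Activity was normalised to no-cell wells (complete cell-killing) and DMSO (no toxicity), and curves were fitted and classified.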
# A549 viability – kills or reduces viability of A549 cells in Nrf2 counter-screen | hit rate 0.16% among 390,000 | AID 504648 | A549 ARE-Fluc cells, CellTiter-Fluor viability, 18-24 h | Potency, µM (titrated, usually from 46 µM), inactives show at the highest dose activity change, negative = cytotoxicity, most hits filed as inhibitors; also: potency is read from the fitted curve at half-maximal effect; % is scaled to controls: 0 for no effect and ±100 for the full control effect
#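 A549 ARE_Fluc cells in 5% FBS OPTI-MEM were exposed to compounds in concentration-response for 18-24 h at 37 deg C. Viability was read by CellTiter-Fluor fluorescence (Ex 405/Em 525) after 30 min, before the luciferase read.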
# Nrf2 inh – inhibitors of Nrf2 signaling | A549 ARE-Fluc reporter, luciferase luminescence, 18-24 h | Potency, µM (highest dose often 46 µM), for the others: at the top dose activity change, negative = inhibition, most hits filed as inhibitors | hit rate 2.1% among 360,000; also: potency is read from the fitted curve at half-maximal effect; % is scaled to controls: 0 for no effect and ±100 for the full control effect; nearly all actives have a fitted effect of over 60% in size
#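 Reporter: ARE-Fluc in A549. Exposure: 18-24 h, 37 °C, 5% CO2, 5% FBS OPTI-MEM. Readouts: fluorescent cytotoxicity (CellTiter-Fluor), then luminescent Nrf2 signal after BugLite.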
# MCF10A rereplic – inducers of DNA re-replication in MCF 10A breast cells; MCF 10A DNA re-replication, Hoechst nuclear intensity, 48 h; Potency, µM (titrated, usually from 46.1 µM), for inactives: at the highest dose activity, positive = re-replication, usual class: activators; hit rate 2.9% among 350,000; AID 624296; also: potency is read from the fitted curve at half-maximal effect; % of control where 0% means no effect; nearly all actives have a fitted effect of over 50% in size
# Nrf2 ARE act – activators of Nrf2 (ARE) signaling; AREc32 ARE-luciferase reporter (MCF7-derived line), luminescence, 24 h; Potency, µM (titrated, usually from 46.1 µM), for inactives: top-dose activation, usual class: activators; hit rate 0.31% among 410,000; also: potency is read from the fitted curve at half-maximal effect; % of control where 0% means no effect; nearly all actives have a fitted effect of over 65% in size
#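 Luciferase luminescence (Steady-Glo, 30 min at room temperature) served as the read-out of ARE activation in AREc32 cells treated with compounds for 24 hr at 37 deg C.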
# IL1B secr inh – inhibitors of inflammasome signaling (IL-1 beta secretion) | THP-1 LPS/ATP IL-1B secretion, AlphaLISA, 16 h; stronger effect = lower value | activity change, % at 57.5 µM | hit rate 4.7% among 360,000 | AID 743279; in the data active = activity change below about -50%; inconclusive = mostly about -30% to -49%; also: % is scaled to controls: 0 for no effect and ±100 for the full control effect
#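 Secreted IL-1B measured by AlphaLISA bead assay after 16 h compound exposure of THP-1 cells; compounds (final up to 57.5 uM) added 1 h before LPS (250 ng/mL) and ATP (1.25 mM) stimulation; lower signal means less secretion.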
# ATXN2 expr inh – inhibitors of ATXN2 expression. hit rate 0.72% among 360,000. HEK-293 ATXN2-luciferase reporter, luminescence, 24 h. AID 1745845. Potency, µM (series often up to 57 µM), inactives show top-dose activity change, negative = inhibition, hits mostly inhibitors; also: potency is read from the fitted curve at half-maximal effect; % is scaled to controls: 0 for no effect and ±100 for the full control effect; nearly all actives have a fitted effect of over 55% in size
#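 qHTS (up to 57 uM final) was run with 24 h compound exposure of reporter cells at 37 °C. Each well was multiplexed: SteadyGlo luminescence measured ATXN2-luciferase expression after a fluorogenic Gly-Phe-AFC viability readout (25 uM final).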
# Starred values were filed as active, the others as inactive; i = inactive; ? = inconclusive; nt = no result given; [ ] = another dose, or the depositor's remark. Unless noted, calls follow the shape of the dose curve; as a rule, active = well fitted curve in the direction sought with a large enough effect; inconclusive = small, poorly fitted or top-dose-only effect, or another doubt; inactive = no such curve, though single readings can be large; an effect the other way counts as inactive or inconclusive. An unsorted share of the library; any-hit rate near 8.8%.
SMILES,TGFb inhibitor,S2 tox,HepG2 tox,A549 viability,Nrf2 inh,MCF10A rereplic,Nrf2 ARE act,IL1B secr inh,ATXN2 expr inh
Cn1c(SCC(=O)N2CCN(c3cccc(Cl)c3)CC2)nnc1-c1ccncc1,?,i,-10%,-16%,?,5%,0.0%,-2,-25%
COc1ccc(CC(=O)Nc2cc(C)ccc2O)cc1OC,-3%,i,-11%,13%,?,-2%,5.4%,0,nt
CC(Sc1nnnn1C)C(=O)NC1CCCc2ccccc21 (stereo not given),1%,i,-2%,-3%,0%,0%,0.0%,11,-18%[11.3 µM]
O=C(COC(=O)c1ccc(Br)o1)Nc1cccc(S(=O)(=O)N2CCCCCC2)c1,-23%,i,-1%,-11%,?,?,0.4%,41,-12%
NCCn1c(-c2ccccc2)cc(C(=O)O)c1-c1ccccc1F,-1%,i,-8%,-3%,2%,6%,-0.2%,7,1%
O=C(NC12CC3CC(CC(C3)C1)C2)c1ccc(COc2ccc(Cl)cc2[N+](=O)[O-])o1,?,i,7%,-2%,nt,23%,6.4%,?,6%
O=C(NCCCN1CCCC1=O)C1CCN(S(=O)(=O)c2ccc(F)cc2)CC1,0%,i,5%,1%,-13%,-2%,-0.5%,1,11%
CC(=O)Nc1ccc(C(=O)Nc2ccc3c(c2)N(C2CCCC2)C(=O)c2ccccc2S3)cc1,17%,?,-11%,-10%,nt,nt,6.9%,nt,-27%
COC(=O)CSc1nc(-c2ccccc2)nc2ccccc12,-1%,i,4%,-4%,-5%,2%,3.1%,0,0%
Cc1ccccc1-n1c(/C=C/c2c(C)n(C)c3ccccc23)nc2ccccc2c1=O,16%,nt,1%,-9%,-19%,nt,0.6%,nt,nt
CCc1ccc(-c2cn3nc(C)c(C)nc3n2)cc1,-13%,nt,-7%,?,?,?,-2.5%,-12,5µM*
Cc1ccc2nc(N3CCN(c4ccccc4F)CC3)c(C=O)c(=O)n2c1,-12%,i,-1%,-2%,-14%,-6%,-0.1%,0,0%
COc1ccc(C(C)=O)c(Oc2nc(CN3CCOCC3)nc3scc(-c4cccs4)c23)c1,29%,i,-8%,-3%,?,?,2.8%,-19,-2%
COc1ccccc1C1CC(=O)Oc2cc(OC)c(OC)c(OC)c21 (stereo not given),-29%,i,13%,1%,14%,-4%,-0.4%,48,5%
COc1ccc(OC)c(CN2CCN(C(=O)c3ccc(C)c(S(=O)(=O)Nc4ccccc4OC)c3)CC2)c1,?,i,-36%,1%,-5%,-1%,-0.7%,-2,nt
Cc1[nH]nc2c1C(C1CC=CCC1)C(C#N)=C(N)O2 (stereo not given),?,i,-43%,-3%,nt,?,?,-112*,13%
CCOC(=O)c1noc2nc(C)n(CC(=O)Nc3ccccc3F)c(=O)c12,3%,i,-14%,0%,nt,nt,0.1%,nt,0%
CC(NC(=O)c1ccc(CS(C)(=O)=O)cc1)c1ccc(-n2ccnc2)cc1 (stereo not given),9%,i,15%,-7%,5%,-2%,0.0%,-19,4%
COc1ccc(-n2cc(-c3ccccc3)c3c(NN4CCOCC4)ncnc32)cc1,-12%,nt,-37%,1%,-11%,?,5.4%,-85*,-26%
CC(=O)c1cccc(N(CC(=O)Nc2ccccc2C(=O)N2CCCC2)S(C)(=O)=O)c1,0%,i,6%,1%,3%,0%,-0.9%,-1,5%

# The closing 3 entries of the part before come first, to join the parts:
SMILES,TGFb inhibitor,S2 tox,HepG2 tox,A549 viability,Nrf2 inh,MCF10A rereplic,Nrf2 ARE act,IL1B secr inh,ATXN2 expr inh
CC(NC(=O)c1ccc(CS(C)(=O)=O)cc1)c1ccc(-n2ccnc2)cc1 (stereo not given),9%,i,15%,-7%,5%,-2%,0.0%,-19,4%
COc1ccc(-n2cc(-c3ccccc3)c3c(NN4CCOCC4)ncnc32)cc1,-12%,nt,-37%,1%,-11%,?,5.4%,-85*,-26%
CC(=O)c1cccc(N(CC(=O)Nc2ccccc2C(=O)N2CCCC2)S(C)(=O)=O)c1,0%,i,6%,1%,3%,0%,-0.9%,-1,5%
COc1cccc(OC)c1C(=O)Nc1cccc(-c2cn3ccsc3n2)c1,-8%,nt,-13%,10%,nt,nt,4.9%,nt,nt
COc1cc(C(=O)NC2CCN(C)CC2)ccc1Nc1ncc2c(n1)N(CCc1ccccc1)CCC(=O)N2C,?,i,-68%,-20%,?,9.2µM*,-2.9%,-5,-2%
COc1ccccc1/C=N/NC(=O)CC(=O)NC1CCCCC1,6%,i,3%,0%,3%,-15%,-0.9%,10,-13%
CC1=C(C(=O)NCc2ccccc2)C(c2cccs2)n2ncnc2N1 (stereo not given),16%,i,4%,1%,-22%,7%,0.2%,33,-1%
CCOC(CNC(=O)Cc1c(C)nc2c(-c3ccccc3)c(C)nn2c1C)OCC,-9%,i,4%,0%,-5%,-1%,0.6%,-9,-1%
Cc1nn(Cc2c(F)c(F)c(F)c(F)c2F)c(C)c1NC(=O)c1nn(C)c(C)c1Br,13%,i,-11%,-4%,1%,16%,0.1%,0,0%
O=C(CSc1nnnn1-c1ccccc1)Nc1nc(-c2ccccc2)ns1,?,i,-17%,-8%,nt,8%,3.6%,31,2%
Cc1cccc2c(=O)n3c(nc12)CCCCC3,8%,i,11%,-2%,13%,0%,-0.8%,5,2%
CCc1ccc(-c2csc(NC(=O)c3cccnc3)n2)cc1,-7%,i,-4%,-9%,15µM*,?,3.7%,20,3%
Cc1nc(CCNS(=O)(=O)c2cccs2)cs1,10%,i,-17%,0%,4%,-5%,-0.6%,2,5%
CCCCS(=O)(=O)Nc1ccc(N2CCOCC2)c(S(=O)(=O)N2CCOCC2)c1,?,i,3%,-5%,1%,-3%,-0.2%,2,2%
COc1ccc(NC(=O)CN2C(=O)CSc3ccc(S(=O)(=O)N(C)C)cc32)cc1Cl,-45%,i,-1%,15%,12%,nt,4.3%,nt,3%
Cc1ccc(C23CC4CC(CC(C(N)=O)(C4)C2)C3)cc1,-23%,i,4%,-10%,-8%,2%,0.1%,10,7%
Nc1ccc2c(c1)C(=NO)c1cc([N+](=O)[O-])ccc1-2,?,?,8%,-16%,?,11%,7.3%,-73*,?
OC(c1ccccc1)(c1ccccc1)C1CCN(C(=S)NC2CCCC2)CC1,-10%,i,-15%,0%,-4%,-11%,-0.7%,?,-12%
COc1cccc(NC(=O)Cn2c(=O)n(Cc3ccco3)c(=O)c3cc(OC)c(OC)cc32)c1,?,i,-10%,9%,-1%,nt,0.4%,nt,-20%
COc1cccc(C(c2c(N)n(C)c(=O)n(C)c2=O)C(C)[N+](=O)[O-])c1 (stereo not given),6%,i,-24%,0%,0%,?,13%,5,nt
CC(=O)N1CCN(S(=O)(=O)c2cccc(C(=O)OCC(=O)Nc3c(Cl)cccc3C(F)(F)F)c2)CC1,6%,i,7%,1%,7%,0%,-0.6%,16,8%
CCOC(=O)C1CCCCN1Cc1ccc(OC)c(OC)c1 (stereo not given),-2%,i,-10%,2%,-17%,-2%,-0.1%,-5,8%
CC1(C(=O)NCCC(F)(F)F)Cc2c(-c3cccc(C(N)=O)c3)ccnc2O1 (stereo not given),6%,i,-2%,nt,nt,nt,2.6%[9.22 µM],-9,7%
O=S(=O)(Cc1ccccc1)N1CCCC(c2nc(-c3ccc(F)cc3)no2)C1 (stereo not given),?,i,-34%,8%,5%,0%,-0.6%,-5,-12%
CC12CCC3c4ccc(O)cc4CCC3C1CCC2=O (stereo not given),4%,i,-12%,-8%,-10%,2%,2.4%,21,10%
O=C1c2ccccc2NC(c2ccco2)N1O (stereo not given),0%,i,5%,0%,-9%,-7%,2.6%,6,3%
O=C(Nc1cccc(NC(=O)c2cncc(Br)c2)c1)c1cncc(Br)c1,?,i,-2%,2%,8.2µM*,3%,-0.1%,-6,-28%
CC1=C(C)CC(C(=O)N2CCN(C/C=C/c3ccccc3)CC2)C(C(=O)O)C1 (stereo not given),2%,i,-1%,-6%,3%,-2%,-0.2%,-10,3%
O=C(Nc1ccc(Br)cc1Cl)N1CCOCC1,-1%,i,9%,-5%,-2%,2%,0.0%,-8,nt
O=C(C1CCCN(Cc2ccccc2Br)C1)N1CCCCC1 (stereo not given),-4%,i,-9%,9%,0%,7%,0.0%,8,-2%
CCc1ccc(NSc2ccccc2[N+](=O)[O-])cc1,?,i,-47%,-10%,?,18%,3.5%,?,-12%
Cc1ccc(CNS(=O)(=O)c2ccc(Cl)s2)cc1,-20%,i,-33%,nt,nt,nt,3.6%,-5,nt
CCOC(=O)CCNC(=O)N1CCCC(N(C)CCc2ccc(OC)c(OC)c2)C1 (stereo not given),23%,i,0%,0%,0%,-3%,-1.1%,11,8%
Cc1cccc(NC(=O)COC(=O)c2ccc([N+](=O)[O-])o2)c1C,1%,i,-8%,1%,-28%,2%,4.5%,-5,-26%
CC1(C)Cc2c(sc(NC(=O)C(=O)NCCCN3CCOCC3)c2C(N)=O)CO1,2%,i,0%,10%,?,0%,0.5%,8,1%
CCn1cc(S(=O)(=O)c2cccc(C)c2)c(=O)c2cc(F)c(N3CCN(c4ccccc4)CC3)cc21,1%,nt,0%,-2%,-8%,nt,-0.1%,nt,nt
CCOC(=O)C1=C(C)N(C)C(C)=C(C(=O)OCC)C1c1ccc(C(=O)OC)cc1,0%,i,-14%,-3%,nt,?,4.2%,?,1%
Cc1ccc(OCCN2C(=O)C(=O)c3cc(C)ccc32)cc1,7%,?,-2%,1%,-11%,7.3µM*,0.1%,120,-3%

# Compound activity deposited in PubChem BioAssay by National Center for Advancing Translational Sciences (NCATS).
